# Rhodamine fluor – rhodamine region autofluorescence | AID 594 | Rhodamine-region fluorescence, 547/598 nm, Tris buffer; stronger effect = higher value | 59,000 tested, 0.05% active | max dye-equivalent concentration, M; in the data active = max dye-equivalent concentration above about 11 nM; inconclusive = between about 1.1 nM and that limit
#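 Compounds in 100 mM Tris buffer, pH 8.0, were incubated 15 min at room temperature, then read at 547 nm excitation and 598 nm emission. Fluorescence was normalized against a per-plate six-point rhodamine standard curve as dye-equivalent concentration.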
# ERK AVP block – vasopressin-driven ERK pathway inhibition; HEK293-V1b, vasopressin-stimulated pERK AlphaScreen; Potency, µM (highest dose often 57.5 µM), for the others: at the highest dose activity, negative = inhibition, hits mostly inhibitors; 72,000 tested, 0.99% active; AID 995; also: potency is read from the fitted curve at half-maximal effect; % is scaled to controls: 0 for no effect and ±100 for the full control effect; nearly all actives have a fitted effect of over 55% in size
#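 Phosphorylated ERK1/2 detected via AlphaScreen bead proximity in lysates of V1b-expressing HEK293 cells given 25 nM vasopressin for 5 min after 30 min compound exposure (37 °C). AC50 from Hill equation; basal DMSO 0%, vasopressin 100%.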
# HBB splice mod – alters splicing of the hemoglobin beta chain. 65,000 tested, 0.06% active. Potency, µM (doses to about 46.1 µM), for inactives: top-dose activation, most hits filed as activators. HBB splicing reporter cell assay, activation; EGFP reporter with mutant IVS2-654 intron; response scale: normalised to 500 nM splice-correcting PNA; also: potency is read from the fitted curve at half-maximal effect; 0% is about no effect
#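 Compounds were applied for 2 days to HeLa EGFP-654 cells, 500/well in Optimem with 2% FCS. The reporter's EGFP is disrupted by mis-splicing of beta-globin intron IVS2-654. Readout: summed well GFP fluorescence from 488 nm laser scanning; reference was 500 nM antisense […] 654 PNA.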
# FLuc inh – blocks Photinus pyralis firefly luciferase activity. P08659. purified firefly luciferase, luminescence, 8 min. Potency, µM (highest dose often 57.1 µM), without a hit: at the highest dose activity change, negative = inhibition, most hits filed as inhibitors. 72,000 tested, 2.2% active. AID 411; also: potency is read from the fitted curve at half-maximal effect; % is scaled to controls: 0 for no effect and ±100 for the full control effect; nearly all actives have a fitted effect of over 40% in size
#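 Here, luciferase activity is measured as luminescence following an 8 min room-temperature reaction at 10 uM ATP, pH 7.2. Every library sample is titrated.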
# Texas Red fluor – Texas Red region autofluorescence | Compound fluorescence, Texas Red channel, 547/618 nm; stronger effect = higher value | max dye-equivalent concentration, M | 59,000 tested, 0.06% active; in the data active = max dye-equivalent concentration above about 10 nM; inconclusive = between about 1.1 nM and that limit
#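 Texas Red-region profiling: compounds in 100 mM Tris pH 8.0 were read at 547/618 nm after 15 min at room temperature. Intensities were normalized against a six-point Texas Red standard series to give dye-equivalent concentration.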
# Hsp90 Hop PPI – changes Hsp90-Hop TPR2A binding signal, up or down | 71,000 tested, 0.44% active | AID 595 | AlphaScreen TPR2A-His6 binding biotin-Hsp90 C-terminal peptide | Potency, µM (highest dose often 57 µM), for inactives: at the highest dose activity change, negative = inhibition; active = well fitted curve in either direction with a large enough effect; inconclusive = small, poorly fitted or top-dose-only effect, or another doubt; also: potency is read from the fitted curve at half-maximal effect; % is scaled to controls: 0 for no effect and ±100 for the full control effect; many of its hits are not listed in these tables
# DNA Pol III inh – blocks replication by bacterial DNA polymerase III holoenzyme; reconstituted DNA polymerase III holoenzyme replication, biochemical; AID 603; 71,000 tested, 0.25% active; Potency, µM (series often up to 57.1 µM), for the others: at the top dose activity change, negative = inhibition; also: potency is read from the fitted curve at half-maximal effect; % is scaled to controls: 0 for no effect and ±100 for the full control effect
#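 Reconstituted *E. coli* holoenzyme (0.35 nM Pol III, 1 nM beta, 154 nM SSB, 2 nM primase) was preincubated with compound for 15 min at RT. Synthesis on 1.4 nM ssM13Gori ran 35 min, then was stopped with PicoGreen/EDTA and read as dsDNA fluorescence.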
# 15-hLO inh – 15-hLO (ALOX15) enzyme inhibition; P16050; purified 15hLO-1, xylenol orange hydroperoxide absorbance; Potency, µM (doses to about 57.1 µM), for inactives: at the top dose activity change, negative = inhibition, actives largely listed as inhibitors; 74,000 tested, 1.4% active; AID 887; also: potency is read from the fitted curve at half-maximal effect; % is scaled to controls: 0 for no effect and ±100 for the full control effect; nearly all actives have a fitted effect of over 55% in size
# Target sequence (P16050 whole entry, looked up): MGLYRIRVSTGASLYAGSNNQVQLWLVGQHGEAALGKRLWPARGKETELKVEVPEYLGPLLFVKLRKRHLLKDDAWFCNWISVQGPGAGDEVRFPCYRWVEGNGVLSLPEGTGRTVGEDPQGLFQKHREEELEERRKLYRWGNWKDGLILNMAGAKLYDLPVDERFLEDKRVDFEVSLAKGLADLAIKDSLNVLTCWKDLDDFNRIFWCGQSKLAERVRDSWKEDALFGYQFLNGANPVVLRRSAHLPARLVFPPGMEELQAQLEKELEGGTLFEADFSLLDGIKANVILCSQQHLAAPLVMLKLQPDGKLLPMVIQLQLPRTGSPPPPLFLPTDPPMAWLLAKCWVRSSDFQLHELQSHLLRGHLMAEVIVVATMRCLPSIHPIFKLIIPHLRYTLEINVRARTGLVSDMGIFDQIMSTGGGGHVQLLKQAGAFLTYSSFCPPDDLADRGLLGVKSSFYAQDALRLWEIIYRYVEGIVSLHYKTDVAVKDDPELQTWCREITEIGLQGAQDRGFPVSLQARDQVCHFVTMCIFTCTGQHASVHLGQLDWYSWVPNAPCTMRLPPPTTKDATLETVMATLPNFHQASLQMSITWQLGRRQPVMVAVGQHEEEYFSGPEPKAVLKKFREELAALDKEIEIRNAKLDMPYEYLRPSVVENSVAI
#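 Quantitative HTS in 25 mM Hepes pH 7.5 containing 0.01% Triton X-100: human 15hLO-1 at 40 nM, arachidonic acid at 50 uM, 6 min turnover. Product quantified via ferrous oxidation/xylenol orange, 573:405 nm absorbance ratio.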
# Tau fil binding – binders of human tau filaments; recombinant tau filaments, thioflavin S fluorescence, 15 h; filaments grown with octadecylsulfate alongside compound; P10636; Potency, µM (doses to about 57.1 µM), inactives show top-dose activity change, negative = inhibition; 71,000 tested, 2% active;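 also: potency is read from the fitted curve at half-maximal effect; % is scaled to controls: 0 for no effect and ±100 for the full control effect; actives lower thioflavin S fluorescence by blocking filaments or displacing dye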
#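 Recombinant tau protein (human, 1 uM final) plus 30 uM ODS in HEPES pH 7.4 with NaCl, DTT and thioflavine S. Compound present from the start; fluorescence at 510 nm after 15 h, 37 C.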
# HADH2 inh – inhibitors of human HADH2 dehydrogenase; Potency, µM (top dose mostly 57.1 µM), without a hit: top-dose activity change, negative = inhibition, actives largely listed as inhibitors; 73,000 tested, 3.4% active; recombinant HADH2, NADH fluorescence, beta-hydroxybutyryl-CoA; AID 886; Q99714; also: potency is read from the fitted curve at half-maximal effect; % is scaled to controls: 0 for no effect and ±100 for the full control effect; nearly all actives have a fitted effect of over 60% in size; many of its hits are not listed in these tables
# Target sequence (Q99714 whole entry, looked up, one chain of several): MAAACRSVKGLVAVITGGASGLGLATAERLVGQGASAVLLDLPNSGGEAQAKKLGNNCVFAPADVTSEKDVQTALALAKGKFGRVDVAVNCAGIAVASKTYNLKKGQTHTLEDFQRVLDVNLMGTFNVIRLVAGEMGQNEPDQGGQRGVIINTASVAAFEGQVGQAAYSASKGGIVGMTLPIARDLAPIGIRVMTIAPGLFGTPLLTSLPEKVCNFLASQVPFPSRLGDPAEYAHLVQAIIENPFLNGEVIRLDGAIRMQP
#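 Buffer 100 mM Tris-HCl pH 9.0/0.01% Tween-20; HADH2 20 nM; NAD+ 1 mM; beta-hydroxybutyryl-CoA 90 uM (all final). 15 min cpd preincubation, RT.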
# CRE Fsk mod – modulators of forskolin-stimulated CRE signaling in CHO cells; CHO CRE-bla reporter (cAMP response element driving beta-lactamase), forskolin EC10, beta-lactamase ratio; Potency, µM (series often up to 38.2 µM), inactives show top-dose activity change, negative = inhibition, actives largely listed as activators; 71,000 tested, 2.5% active; active = well fitted activation curve with a large enough effect in the signal ratio, with a control signal flat, not every such curve was filed as active; inconclusive = small, poorly fitted or top-dose-only effect, or effect the other way, or a change in a side signal; the % refers to the signal ratio; also: potency is read from the fitted curve at half-maximal effect; % of control where 0% means no effect
#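 Using CellSensor CRE-bla CHO cells in Opti-MEM with 0.5% dialyzed FBS, compounds were titrated with EC10 NKH 477 for 3 h at 37 °C. CCF4 ratio (460/530 nm) gave %Activity; AC50 derived.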
# Starred values were filed as active, the others as inactive; i = inactive; ? = inconclusive; · = no result given; [ ] = another dose, or the depositor's remark. Unless noted, calls follow the shape of the dose curve; as a rule, active = well fitted curve in the direction sought with a large enough effect; inconclusive = small, poorly fitted or top-dose-only effect, or another doubt; inactive = no such curve, though single readings can be large; an effect the other way counts as inactive or inconclusive.
SMILES,Rhodamine fluor,ERK AVP block,HBB splice mod,FLuc inh,Texas Red fluor,Hsp90 Hop PPI,DNA Pol III inh,15-hLO inh,Tau fil binding,HADH2 inh,CRE Fsk mod
CC(C)c1ncc(C(O)c2cccc3ccccc23)n1C (stereo not given),·,-29%,-2.1%,0%,·,-4%,-3%,-3%,2%,7%,3%
COc1cccc(C2=NOC(C(=O)NCc3ccc(F)cc3)C2)c1 (stereo not given),i,-23%,-2.6%,2%,i,1%,1%,5%,-2%,8%,13µM*
CC(=O)OCC(=O)c1ccc2ccn(C(C)=O)c2c1,i,-27%,2.3%[0.369 µM],?,i,2%,-6%,-2%,-9%,25µM*,1%
Cc1nc2cnc(Nc3ccccc3)nc2n(Cc2ccc(F)cc2)c1=O,i,-1%,1.0%,0%[11.4 µM],i,-6%,-4%,28%,-20%,-7%,?
COC(=O)[C@@H]1CCCN1C(=O)[C@@H](C)CO,·,0%[11.5 µM],0.9%[9.22 µM],0%[11.4 µM],·,·,·,5%[11.4 µM],·,0%[11.4 µM],·
CN(C)S(=O)(=O)c1ccc(C(=O)OCc2ccc(C#N)cc2)cc1,i,16%,0.5%,-7%,?,13%,-5%,-2%,6%,-6%,9%
CCCCCCn1c(N2CCN(c3cccc(Cl)c3)CC2)nc2c1c(=O)[nH]c(=O)n2C,i,-18%,-1.3%,2%,i,-6%,-7%,6%,4%,3%,?
CC1CN(C)C(C)CC1NCc1ccc2c(c1)OCO2 (stereo not given),i,-9%,0.8%,5%,i,-4%,-8%,7%,2%,8%,-6%
CCCN1CCN(CCCNC(=O)Cn2ncc3c4ccccc4n(C)c3c2=O)CC1,·,-18%,0.1%,1%,·,-3%,-2%,5%,22%,-5%,-6%
Cc1nc2cncnc2n(-c2ccccc2)c1=O,i,-27%,0.4%,-1%[11.4 µM],i,-7%,-1%,-26%,-5%,-19%,4%
COc1ccc(OC)c(N=c2oc3c(OC)cccc3cc2C(=O)NCc2ccco2)c1,i,-5%,·,-1%,i,-6%,-2%,1%,0.79µM*,14%,2%
COc1cccc(Nc2ncc3ncc(=O)n(C4CC4)c3n2)c1,i,-16%,1.0%,-2%[11.4 µM],i,-17%,-11%,4%,13µM*,-5%,5%
CN(C(=O)CCN1C(=O)C(C)(C)Nc2ccccc21)c1ccccc1,i,8%,-1.5%,1%,i,1%,-1%,1%,3%,4%,-11%
COc1ccc(OCC(O)COc2ccc(OC)cc2)cc1,i,-21%,0.9%,-2%,i,-3%,9%,-10%,-4%,2%,?
O=C(C1CC1)N1CCc2cc(Br)cc(S(=O)(=O)N3CCOCC3)c21,i,-8%,-1.0%,0%,i,-3%,-4%,5%,6%,2%,20%
O=C(c1ccco1)N1CCC[C@@]2(CCN(Cc3ccccc3)C2)C1,i,-11%,3.3%,-1%[11.4 µM],i,-5%,-3%,-7%,3%,5%,-11%
COC(=O)C1=C(C)NC(=O)CC1c1ccccc1F (stereo not given),·,-14%,0.7%,0%,·,-8%,3%,8%,2%,6%,1%
COC(=O)c1cccc(NC2CC(=O)N(c3ccc(OC)c(OC)c3)C2=O)c1 (stereo not given),i,7%,-0.2%[57.5 µM],0%,?,0%,-9%,4%,-4%,-3%,8%
CC(C)(O)C1=NOC(c2ccccc2)C1 (stereo not given),·,-3%,0.5%[0.0738 µM],-6%,·,-10%[11 µM],1%[11.4 µM],-16%[11.4 µM],1%[11.4 µM],3%[11.4 µM],?
Fc1cccc(Cl)c1/C=N\N=C1c2ccccc2-c2ccccc21,i,-20%[11.5 µM],3.3%[9.22 µM],-1%[11.4 µM],i,?,-8%[11.4 µM],-1%[11.4 µM],4µM*,1%[11.4 µM],-11%[7.6 µM]
COc1cccc(-c2cncnc2NC2CCNCC2)c1,i,-1%,0.6%,2%[2.29 µM],i,0%,-4%,-22%,10%,-4%,2%
O=C1c2ccccc2NC(c2ccccc2)N1c1ccc(O)cc1 (stereo not given),·,-17%,1.9%,0%,·,-1%,1%,3%,14%,19%,-6%
COc1ccccc1C(=O)NCCn1ccc2ccccc21,i,24%,-0.6%,1%,i,0%,-4%,-16%,-4%,0%,-8%
Cc1cc(Nc2ccc(O)cc2)ccc1N,·,-18%,-0.3%,·,·,?,-7%,?,2µM*,-15%,-8%
CC(=O)c1cccc(NC(=O)CSc2nnc(-c3ccc(S(=O)(=O)N4CCCC4)cc3)o2)c1,i,-26%,·,-7%,i,-5%,-1%,-4%,4%,7%,-5%
COc1ccccc1OC(=O)c1ccc(SC)cc1OC,i,-27%,0.0%,-3%,i,7%,9%,-2%,6%,-23%,-14%
CC1CN(c2ccccc2)C(=O)CS1 (stereo not given),i,-2%,0.0%,2%,i,0%,-2%,-21%,-6%,-12%,?
O=C(CC1(O)C(=O)N(Cc2ccccc2Cl)c2ccccc21)c1ccco1 (stereo not given),i,-23%,-0.3%,-1%,?,-1%,-3%,-9%,-2%,-19%,-19%
Cc1cccc(OCCOC(=O)C2CCN(S(=O)(=O)c3cccs3)CC2)c1,i,14%,-1.4%,3%,i,?,5%,0%,-1%,-9%,-6%
COc1cc2c(cc1OC)C1=C(C#N)CC/C(=N\S(=O)(=O)c3ccccc3)N1CC2,·,·,-1.3%,0%,·,-12%,0%,-6%,9%,-27%,0.4µM*
COc1cccc(Cn2c(=O)c(-c3cc(F)cc(F)c3)nc3cnc(N4CCN(C)CC4)nc32)c1,i,23%,-0.4%,1%[11.4 µM],i,?,-8%,2%,-29%,22%,?
O=C(O)/C(=C\c1ccncc1)c1cccc2ccccc12,i,-4%[11.5 µM],3.6%[9.22 µM],2%[11.4 µM],i,1%[11 µM],-5%[11.4 µM],9%[11.4 µM],-12%[11.4 µM],1%[11.4 µM],-3%[7.6 µM]
Cc1cccc([N+](=O)[O-])c1C,·,10%,-0.8%,·,·,-4%,-2%,11%,1%,5%,-9%
CC1=CC(C)C2C(=O)N(CCCN(C)C)C(=O)C2C1 (stereo not given),i,-12%,-0.8%,1%,i,-6%,-1%,3%,8%,8%,-4%
Cc1ccnc(Nc2nc3ccccc3o2)n1,·,14%,1.2%,6.3µM*,·,-10%,3%,56%[activator],-8%,2%,1%
CCCN(C(=O)c1cccs1)c1nnc(-c2ccncc2)s1,i,-6%,·,-2%,i,-2%,3%,6%,-3%,73%[activator],5%
Cc1nc2ncnn2c(C)c1Cc1ccc(Cl)cc1F,·,-5%,0.1%,2%,·,-8%,-12%,-18%,32%,4%,24%
CC1(C)CC(=O)C2=C(C1)Nc1ccccc1NC2c1ccc2c(c1)OCO2 (stereo not given),·,-10%,-2.9%,-1%,·,-6%,-7%,-1%,0%,-11%,-4%
CC1=CC(C)(C)N2C(=O)C3(C(C#N)=C(N)OC4=C3C(=O)CC(C)(C)C4)c3cccc1c32 (stereo not given),i,0%,1.1%[0.369 µM],2%,i,-6%,-3%,8%,-4%,-4%,?
COc1nonc1NC(=O)CSc1nc2ccccc2[nH]1,i,-10%,0.3%,-4%,i,-3%,-3%,-5%,1%,-20%,-2%
CCN(CC)CCCNC(=O)c1cc(-c2cccc(Cl)c2)on1,i,36%[activator],-1.9%,-1%,?,1%,-4%,-6%,34%,-5%,23%
O=C(Nc1ccc(Cc2ccncc2)cc1)C1CC1,i,7%,0.0%[57.5 µM],1%,i,2%,-2%,5%,12%,-6%,-3%
CN1CC(=O)N(CC(=O)NCCc2ccc(F)cc2)c2ccccc2C1=O,i,-6%,-0.5%[57.5 µM],1%,i,0%,0%,0%,-5%,4%,-5%
CC(C)=CCC/C(C)=C/COc1c2ccoc2cc2oc(=O)ccc12,i,·,·,0%[11.4 µM],i,·,-4%,·,?,-18%,?
Cc1ccc(S(=O)(=O)NCCCCCC(=O)Nc2nccs2)cc1,i,10%,·,-3%,i,-1%,0%,-5%,0%,-6%,-2%
CSCCC(NC(=O)OC(C)(C)C)C(=O)NC(CC(C)C)C(N)=O (stereo not given),i,5%,·,5%,i,1%,-5%,18%,3%,4%,-2%
CCCC12CN3CC(C)(CN(C1)C3c1ccc(OC)cc1)C2=O (stereo not given),i,-4%,-0.6%,1%,i,3%,4%,3%,7%,?,11%
COc1cccc(C(=O)Nc2ccc(S(=O)(=O)Nc3onc(C)c3C)cc2)c1,·,3%,-1.7%,-13%,·,-2%,0%,2%,7%,-6%,0%

# Screening results (PubChem)

# An excerpt; the hit share may differ from the screen's.
